MT stabilize HCS: microtubule stabilization, imaging screen; HeLa tubulin immunostaining HCS, 24 h; share of cells brighter than vehicle mean+2SD; % tubulin-high responders, % at 10 µM; actives 0.83% (n = 200,000);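 active means plate Z-score above 3 for both tubulin-high and condensed-nucleus cell shares, with cell loss under 80%, at 10 µM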;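 further: anti alpha tubulin signal scored within the nucleus-defined area of each cell; some results filed as inactive read as strong as hits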
ER stress rescue: protection against thapsigargin-triggered cell killing – 384-well, CSM14.1, ATP luminescence, primary screen (AID 1222); CSM14.1 thapsigargin-induced death rescue, ATP luminescence; higher % means a stronger effect; cellular ATP content (survival), % at 20 µM; hits with a dose series show EC50 in µM; 190,000 tested, under 10 active;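 active means EC50 below 50 µM in the dose-response confirmation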;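 further: death triggered by thapsigargin at about 15 µM added after 2 h compound pretreatment; cell ATP read after overnight thapsigargin exposure of roughly 18 to 22 hours; normalized against plate controls of thapsigargin alone and 5% DMSO vehicle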
Lipid droplet: hepatic lipid droplet formation modulation; actives 0.4% (n = 240,000); AML12 mouse hepatocytes, oleate lipid droplets, BODIPY imaging; inhibition, % at 6.5 µM; AID 1656;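 active means lipid droplet intensity inhibited by at least 50%, with more than 500 cells counted; inconclusive means wells with under 300 cells, treated as cytotoxic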
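Material – AML12 mouse liver cells · Also added – oleate loading, 100 µM · Compound dosing – 6.5 µM single-point dosing · Times – overnight treatment with compound plus oleate · Measured by – fluorescence imaging, 20x objective, two fields per well · Read-out – percent inhibition of filter-corrected integrated lipid droplet intensity per well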
P. falciparum M1AAP: malaria alanyl aminopeptidase activity blockers – biochemical, fluorogenic H-Leu-NHMec substrate, 1536-well (AID 1445). recombinant M1AAP, H-Leu-NHMec fluorogenic kinetic assay; higher % means a stronger effect. inhibition, % at 30 µM, or IC50 in µM where a hit was titrated. actives 0.42% (n = 220,000);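 active means primary inhibition above the hit cutoff, then over 50% inhibition at one or more dose response concentrations, cut at about 23% in these data, passing the limit was not always enough; inconclusive means conflicting primary data, or primary hits not chosen for dose response; inactive means low primary inhibition, or under 50% at every dose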;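 further: plate controls were DMSO full reaction for no effect and no enzyme background for full effect; strong numbers were not always called active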
Autophagy mod: autophagy modulation, high-content screen; MEF GFP-LC3 puncta imaging; test concentration mostly 10 µM; calls only at 10 µM (by protocol); actives 0.98% (n = 190,000); AID 463193;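 active means percentage of spot-positive cells more than 3 SD above its plate mean, without a fluorescence outlier flag or 80% toxicity; inconclusive means no clear call, values can overlap the other calls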;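 further: spot-positive cell cutoff set from DMSO-treated cells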
Insulin prom up: MIN6 insulin promoter up-regulation; MIN6 insulin promoter-GFP reporter, high-content imaging; active compounds read high; z-score at 5 µM; actives 0.3% (n = 190,000); AID 1625;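 active means z-score above 3 at 5 µM with at least 500 cells counted in the well; inconclusive means wells under 500 cells, flagged as cytotoxic or low count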
M17LAP inhibition: P. falciparum M17LAP inhibitors, primary screen, biochemical, fluorogenic H-Leu-NHMec substrate, 1536-well (AID 1619) | recombinant M17LAP, H-Leu-NHMec fluorogenic kinetic assay; higher % means a stronger effect | inhibition, % at 30 µM, or IC50 in µM where a hit was titrated | actives 0.38% (n = 220,000);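 active means compound inhibiting the enzyme by more than half at any dose during confirmatory dose-response retesting; inconclusive means strong single-dose inhibitors picked by rank but not retested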;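 further: plate controls were full reaction with DMSO carrier for no effect and no enzyme background for full effect; strong numbers were not always called active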
Yfh1-depleted yeast: mitochondrial function rescue without frataxin homolog – Friedreich's ataxia, plus single-dose screen, dose response (AID 1465); S. cerevisiae Yfh1-off respiration, WST-1 reduction, 72 h; higher fold induction means a stronger effect; fold induction at 50 µM, or EC50 in µM where a hit was titrated; actives 0.074% (n = 220,000);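 active means fold induction of absorbance versus untreated yeast above a set limit, then at least 30% activation at any dose in follow-up; inconclusive means repeats straddling the limit, or above it without dose testing; inactive means fold induction below the set limit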;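 further: activators that raise dye reduction in frataxin-depleted yeast; strong numbers were not always called active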
Dynein cargo inh: blocks dynein driven cargo transport along microtubules; 3617.4 mouse cells, GR-EGFP nuclear translocation imaging; test concentration mostly 20 µM; stimulated with dexamethasone, 1 µM; active compounds read low; z-score, hits read low; actives 0.47% (n = 220,000); AID 1381;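 active means plate z-score of nuclear minus cytoplasmic receptor signal below a set negative limit, without overly bright fluorescence or cell loss, cut at about -3.5 in these data, passing the limit was not always enough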;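 further: z-score of nuclear minus cytoplasmic ring GR-EGFP intensity difference per well; some compounds called inactive have numbers as strong as hits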
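Also added – dexamethasone, 1.0 µM final · Buffer or medium – tet-free, stripped-serum medium · Schedule – induction 48 h, compound 1 h, agonist 30 min · Detection – formaldehyde fixation, Hoechst nuclear stain, 10x automated fluorescence imaging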
Dynein cargo inh cytoplasmic EGFP: also measured in Dynein cargo inh; calls as there; z-score; measured here: cytoplasmic GR-EGFP intensity; active compounds read high
Dynein cargo inh nuclear GR-EGFP: recorded beside Dynein cargo inh, whose call it bears; z-score; measured here: nuclear GR-EGFP intensity;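 lower value marks the stronger effect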
Dynein cargo inh cell count: further read-out of Dynein cargo inh, marked with its call; z-score; measured here: cell count per field
Insulin prom up cell count: second read-out of Insulin prom up, no call of its own (marks repeat the call); cell count; measured here: cytotoxicity, nuclei count;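 total cells summed across four imaged fields per well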
Lipid droplet cells 6.5 µM: further read-out of Lipid droplet, marked with its call; cell count; measured here: cell count, cytotoxicity flag;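 cells counted across two imaged fields per well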
MT stabilize HCS Hoechst-high %: second read-out of MT stabilize HCS, no call of its own (marks repeat the call); % Hoechst-high responders; measured here: nuclear condensation Hoechst responders;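 share of cells brighter than vehicle mean plus two SD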
MT stabilize HCS cytotoxicity %: also measured in MT stabilize HCS; calls as there; toxicity, %; measured here: cytotoxicity by cell density;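 0% = mean cell density of plate MIN control wells and 100% = no cells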
Autophagy mod cell loss 18 h: also measured in Autophagy mod; calls as there; toxicity, %; measured here: cell loss, nuclei count;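 cell loss after 18 h compound exposure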
* marks the source's active call; other numbers are inactive results; i = inactive; ? = inconclusive; / = no result given; + = active, no number; & = joins results of further samples.

Order of results: Autophagy mod cell loss 18 h	MT stabilize HCS cytotoxicity %	Dynein cargo inh nuclear GR-EGFP	Dynein cargo inh cell count	Autophagy mod	MT stabilize HCS	ER stress rescue	Lipid droplet	Dynein cargo inh cytoplasmic EGFP	Insulin prom up cell count	MT stabilize HCS Hoechst-high %	M17LAP inhibition	Dynein cargo inh	Yfh1-depleted yeast	Lipid droplet cells 6.5 µM	Insulin prom up	P. falciparum M1AAP
C=C(C)C1CCC(C)=C1COC(=O)Nc1ccccc1 (centres undefined)
    32	1.5	0.49	-0.28	i	3.6	0.1%	/	-0.24	1255	2.1	9%	0.046	i	/	-0.93	3%
O=C(O)/C=C/C(=O)Nc1ccc(O)cc1
    /	/	0.047	0.1	/	/	/	-2	-0.22	1442	/	4%	0.072	i	715	-0.23	11%
CCn1cc(C(=O)N2CCOCC2)c(=O)c2cc(S(=O)(=O)N(C)C3CCCCC3)ccc21
    8	4.5	0.39	-0.37	i	2.5	-2.3%	5	-0.15	1903	2.1	13%	0.26	i	619	1.9	-5%
FC(F)(F)c1cccc(-c2cc3ccccc3nc2N2CCCC2)c1
    -4	5.7	-0.49	0.36	i	1.4	-2.6%	-4	-0.23	1636	1.3	2%	0.025	i	630	0.22	6%
CCOC(=O)CN(C(=O)CSc1nnc2c(n1)[nH]c1ccc(OC)cc12)c1ccc(F)cc1
    16	3.3	0.7	0.016	i	3.7	-0.8%	/	-0.27	/	1.8	-8%	0.25	i	/	/	6%
COCCn1nnnc1C(c1cc2cc(C)ccc2[nH]c1=O)N1CCN(C2CCCCC2)CC1 (centres undefined)
    5	7.7	-0.21	1.1	i	2.2	4.9%	15	-0.16	1161	2.0	9%	-0.67	i	789	0.98	8%
Cn1ncc(Cl)c1C(=O)NC1C2CC3CC(C2)CC1C3 (centres undefined)
    18	6.4	0.55	-0.71	i	2.0	0.5%	0	-0.17	/	2.0	-11%	1.7	i	709	/	-11%
CN(CCc1ccccn1)C(=S)Nc1ccc(Cl)cc1Cl
    6	10	0.0013	0.3	i	3.6	0.2%	16	0.21	1635	1.4	-5%	0.19	i	649	0.3	-2%
O=C(O)C1OC(Oc2c(-c3ccc(O)c(O)c3)oc3cc(O)cc(O)c3c2=O)C(O)C(O)C1O (centres undefined)
    5	5.4	0.13	0.71	i	4.7	2.2%	-20	0.15	/	3.6	48µM*	-0.47	i	631	/	23%
CCOc1ccc(S(=O)(=O)N2CCN(c3ccc(C)cc3C)CC2)cc1
    /	5.5	-0.3	0.87	/	6.1	0.8%	18	-0.3	1860	1.9	4%	-0.86	i	705	-0.89	9%
COC(=O)COc1ccccc1C(=O)Nc1ccc(OC)cc1
    6	3.8	0.18	-0.09	i	2.4	-4.5%	-17	-0.29	/	2.9	5%	0.17	i	670	/	-2%
O=C1c2ccccc2C(=O)N1Cc1nc2ccccc2c(=O)n1CCN1CCOCC1
    -9	1.2	-0.07	0.3	i	3.3	/	/	-0.25	/	2.1	/	-0.16	i	/	/	/
Cc1nc2cc(C(=O)NCc3cccnc3)ccc2n1-c1ccc(F)cc1F
    -4	6.1	0.066	0.21	i	2.0	-7.0%	7	-0.31	1221	1.9	13%	-0.59	i	704	-1.4	14%
Cn1c(=O)c2c(nc(NC3CCCCC3)n2CC(=O)C23CC4CC(CC(C4)C2)C3)n(C)c1=O
    2	2.0	0.98	0.18	i	3.1	-0.4%	-7	-0.24	939	1.6	1%	0.98	i	721	-1.7	7%
Cn1nnnc1SCC(=O)NC1CCCc2ccccc21 (centres undefined)
    -3	5.7	-0.38	0.86	i	2.4	-0.5%	-4	-0.33	1219	3.7	-7%	-0.76	i	712	-0.78	7%
CC(C)Cn1c(=S)[nH]c2ccccc2c1=O
    -1	6.9	0.55	-0.61	i	3.2	/	0	-0.32	1131	3.8	1%	0.35	i	713	1.6	2%
O=c1c(Cl)c(N2CCNCC2)cnn1C12CC3CC(CC(C3)C1)C2
    9	7.8	0.12	-0.45	i	1.9	-0.5%	-3	-0.3	1151	1.6	23%	-0.082	i	645	-0.25	5%
CC(NCCC(c1ccccc1)c1ccccc1)c1ccccc1 (centres undefined)
    -14*	6.1	0.32	0.33	+	4.1	-4.1%	-18	-0.19	/	2.6	-5%	-0.4	i	640	/	2%
Cc1cc(NC(=O)CSc2nnc(-c3ccncc3)n2-c2ccccc2)no1
    17	19	2.8	-3.6	i	3.7	-0.9%	4	-0.13	1212	2.1	0%	3	i	755	-0.86	11%
CSc1nnc(Cc2cc(=O)[nH]c(=O)[nH]2)n1-c1cc(C)ccc1C
    20	6.6	0.08	0.018	i	4.6	0.0%	25	-0.23	1910	2.7	5%	-0.24	i	676	0.36	6%
O=C(O)CC(=O)NC12CC3CC(CC(C3)C1)C2
    2&24	6.4&6.1	-0.068&-0.49	1&1	i	1.1&1.6	0.1%&-0.6%	16&26	-0.28&0.21	906&898	1.3&1.1	-10%&-3%	-0.4&-1.3	i	805&841	-1&-0.43	1%&-5%
O=C(CSc1nnc(COc2ccccc2)n1-c1ccccc1)c1ccccc1
    -4	8.5	-0.7	0.31	i	2.4	-0.4%	/	-0.23	1457	1.6	4%	0.35	i	/	-0.73	10%
Oc1ccccc1C1=Nc2ncnn2C(c2ccc(F)cc2)C1 (centres undefined)
    /	/	/	/	/	/	-1.8%	/	/	1112	/	4%	/	i	/	0.23	-6%
Fc1ccc(Cn2nnnc2C(c2cccs2)N2CCCCCC2)cc1 (centres undefined)
    -13	4.2	-0.08	0.28	i	2.1	-3.1%	-15	-0.21	1197	3.1	-53%	-0.37	/	763	-0.32	2%
CCOc1cccc(-n2nnnc2-c2ccc(OC)cc2)c1
    39	42*	-0.64	1	i	38*	-0.1%	4	0.22	1218	43*	-1%	-0.4	i	649	0.35	1%
COc1ccc(CNC(=O)C(c2ccco2)N(Cc2cccs2)C(=O)Cc2cccs2)cc1 (centres undefined)
    8	7.1	0.58	0.52	i	2.3	/	-26	-0.08	1232	2.0	-5%	0.39	i	506	1.4	6%
C=CCc1cccc(CNc2nc3ccccc3n2CCC)c1O
    -6	6.3	0.84	-0.43	i	1.7	-2.9%	-16	-0.23	1215	1.4	-4%	1.4	i	734	-0.38	4%
COCCn1c(C)cc(C(=O)COc2ncnc3ccc(Br)cc23)c1C
    3	3.8	0.085	-1.1	i	2.1	-0.9%	6	-0.1	1252	2.0	-11%	-0.07	i	733	-0.21	-2%
Cc1cccc(/C=N/NC(=O)Cn2nccc2C)n1
    -1	3.5	0.21	-0.54	i	3.8	1.0%	-4	-0.16	1512	2.1	5%	0.22	i	632	-0.12	-3%
COc1cc(CNc2ccc3[nH]c(=O)[nH]c3c2)cc(Br)c1OCC(=O)NC(C)(C)C
    -11	7.8	0.21	0.32	i	2.1	-2.2%	-7	-0.014	/	1.3	-9%	-0.22	i	746	/	7%
O=C(O)/C=C\C(=O)NNC(=O)c1cc(-c2ccccc2)n[nH]1
    /	/	-0.059	-0.15	/	/	/	4	-0.23	1440	/	7%	-0.093	i	686	0.43	18%
COc1ccc(-c2c[n+]3c(n2-c2ccccc2)CCCCC3)cc1
    13	8.3	-0.08	-0.21	i	6.9	0.5%	-50	-0.17	/	1.4	-1%	-0.19	i	573	?	-6%
O=C(c1ccc2c(=O)n(CC3CCCO3)c(=S)[nH]c2c1)N1CCN(c2ccccc2)CC1 (centres undefined)
    -1	6.6	-0.14	0.025	i	0.8	-2.0%	/	-0.21	/	0.9	4%	-0.48	i	/	/	6%
Cc1ccc(CSCc2nc3ccccc3[nH]2)cc1
    11	5.0	-0.036	2.5	i	2.9	1.0%	-16	1.9	/	2.0	3%	-1.8	i	748	/	3%
CN(c1ccccc1)S(=O)(=O)c1cccc(NC(=O)Nc2ccc(Cl)cc2C#N)c1
    8	9.2	0.48	-0.1	i	2.8	-2.8%	0	-0.15	/	1.4	10%	-0.46	i	603	/	2%
CCOC(=O)C1(Cc2cccc(OC)c2)CCN(Cc2ccc3c(c2)OCCO3)CC1
    -9	4.9	-0.088	1.4	i	3.5	-0.9%	-1	-0.3	1585	2.0	/	-0.51	i	686	-0.69	/
COc1cccc(OC)c1OCCOc1ccccc1OC(C)C
    0	5.9	-1.1	1	i	1.4	-0.6%	10	-0.21	926	1.2	-1%	-2.8	i	796	0.21	6%
CCN(CC)CC(=O)Nc1sc2c(c1C(=O)c1ccccc1OC)CCC2
    17	2.4	-0.3	0.68	i	3.1	-1.6%	0	-0.2	1397	1.8	15%	-0.76	i	730	-0.37	9%
CCCn1c(C)cc(C(=O)CN2C(=O)c3cccc(N)c3C2=O)c1C
    32	7.7	/	-4.9	i	1.2	-1.0%	6	/	/	1.1	-1%	i	/	747	/	9%
Cc1ccc(NC(=O)c2cc3c(=O)oc4ccc(C)cc4c3s2)nc1
    /	/	-0.66	0.6	/	/	/	-6	-0.25	1425	/	-1%	-1	i	697	-0.15	5%

Assay outcomes: PubChem BioAssay, several laboratories
